# From PubChem BioAssay
# EWS-Fli inh: inhibitors of EWS/Fli oncoprotein transcriptional activity. A673 NR0B1-luciferase reporter, viability-normalised. inhibition, % at 12.6 µM. actives 0.67% (n = 350,000). AID 651661;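 active = mean inhibition of at least 50% after viability correction, with every replicate also passing that limit; inconclusive = mean reaches 50% but only one of two replicates passes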;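 also: firefly luciferase signal divided by Alamar Blue viability fluorescence both relative to DMSO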
# PGC1a acetyl inh: modulators of PGC1a acetylation; U2OS PGC1a acetylation, AlphaScreen anti-acetyl-lysine; with virally co-expressed GCN5 acetyltransferase; inhibition, % at 15.6 µM; actives 0.17% (n = 350,000);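 active = every replicate shows inhibition of at least 40%; inconclusive = mean inhibition at least 40% but some replicate below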;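 also: 0% = neutral control wells and 100% = positive control wells; some results beyond the cut were filed as inactive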
# LGR2 antag: blocks bursicon-induced cAMP signaling via Drosophila LGR2; HEK293 LGR2, CRE-luciferase, bursicon-stimulated, 4 h; AID 720647; inhibition, % at 9.99 µM; actives 0.35% (n = 380,000);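 active = drop in luminescence signal, shown as inhibition above about 50% in the replicate tests, limit read from the data, passing the limit was not always enough; inconclusive = probably only some replicates passing the limit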;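 also: agonist challenge used bursicon conditioned medium at about half maximal strength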
# PAX8 reporter: lowers PAX8-driven luciferase in RMG-I cells | RMG-I TPO-luciferase reporter, SteadyGlo, 24 h | inhibition, % at 12.6 µM | actives 1.2% (n = 360,000) | AID 652154;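 active = mean replicate inhibition at least 60% with every replicate also reaching 60%; inconclusive = only one of the two criteria is met; inactive = mean below 60% and not all replicates reaching 60%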;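 also: luciferase light reporting Pax8 driven TPO promoter activity; plate controls were median of neutral control wells for no effect and mitoxantrone controls for full effect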
# FN deposition inh: fibronectin deposition inhibition; AH1F fibroblasts, Alexa488-fibronectin deposition fluorescence, overnight; inhibition, % at 12.6 µM; actives 0.086% (n = 350,000);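 active = mean inhibition across replicates of 30% or more, regardless of how many single replicates reach that level; inconclusive = mean under 30% yet at least half of replicates reach 30%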;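 also: positive control wells lacked labelled fibronectin entirely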
#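 Material: AH1F fibroblast monolayer depositing Alexa488-labelled fibronectin into matrix | Input: 10000 AH1F cells/well | Medium: DMEM plus 2% serum, read in PBS | Reagent: Alexa488-fibronectin, 24 nM final in well | Compound dosing: One dose per compound, pinned | Schedule: 1 h adhesion, overnight exposure | Measured by: Fluorescence at 485 nm excitation, 525 nm emission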
# CASP6 VEID inh: blocks human caspase-6 cleavage activity | purified caspase-6, Z-VEID-R110 cleavage fluorescence | inhibition, % at 12.5 µM | actives 0.53% (n = 350,000) | AID 686996;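 active = mean inhibition across replicates at least about 35%, with every replicate also reaching that limit, limit read from the data; inconclusive = only one of the two criteria met; inactive = neither criterion met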;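 also: 0% = median of neutral control wells and 100% = no fluorescence left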
# Target sequence (P55212 24-179 limits assumed): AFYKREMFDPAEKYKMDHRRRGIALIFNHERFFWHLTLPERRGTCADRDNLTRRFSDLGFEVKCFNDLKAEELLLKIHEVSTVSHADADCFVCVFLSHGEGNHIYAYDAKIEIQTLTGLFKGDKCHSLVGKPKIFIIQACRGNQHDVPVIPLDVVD
# Target sequence (P55212 194-293 limits assumed): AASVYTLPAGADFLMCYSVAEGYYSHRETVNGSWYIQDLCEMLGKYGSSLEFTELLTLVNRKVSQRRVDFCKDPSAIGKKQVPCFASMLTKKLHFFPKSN
# miR-122 sensor: blocks miR-122 activity in Huh7 sensor cells | Huh7 miR-122 Renilla luciferase sensor, 48 h; neutral wells = 0, positive control = 100 | activation (reporter increase), % at 12.5 µM | actives 0.3% (n = 340,000) | AID 602342;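 active = mean replicate activation score at least 90 and every replicate individually at or above 90; inconclusive = only one of the two criteria met; inactive = neither criterion met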;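 also: higher luciferase means less miR-122 activity so hits act as miR-122 inhibitors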
# Cneo AK release: causes C. neoformans cell lysis | AID 651654 | actives 0.2% (n = 360,000) | lysis activity, % at 15 µM | adenylate kinase release luminescence, 4 h; normalised: neutral wells 0, clomiphene wells 100;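 active = mean lysis activity across replicates of at least 80%, whatever share of replicates individually reach that level; inactive = mean lysis activity below 80%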
#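 Signal: Adenylate kinase release luminescence | Assay system: Log-phase Cryptococcus neoformans yeast cells | Input: Cells at 5 × 10^6 per mL | Buffer or medium: Fresh YPD growth medium | Compound: Single dose | Schedule: Static 4 h at 37 °C with compound, 1 h detection | Controls: Clomiphene | Read-out: Luminescence rise reflecting yeast cell lysis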
# * marks the source's active call; other numbers are inactive results; ? = inconclusive; / = no result given; & = joins results of further samples; [ ] = dose if it differs, or a comment.
1: CO[C@H]1CN(C)C(=O)c2cc(NC(=O)Cc3ccccc3)ccc2OC[C@@H](C)N(C(C)=O)C[C@H]1C
2: Cc1onc(-c2ccccc2Cl)c1C(=O)NCc1ccc(F)cc1
3: COc1cccc(C(=O)Nc2ccc(F)cc2F)c1
4: c1ccc(OCc2noc(CN3CCC(C4CCCCC4)C3)n2)cc1 (configuration not stated)
5: Cc1cc(OCc2ccc(C(=O)n3cccn3)o2)ccc1Cl
6: Cc1ccc(C(=O)Nc2nc3ccc(S(C)(=O)=O)cc3s2)o1
entry no.	1	2	3	4	5	6
EWS-Fli inh	5	-3	/	0	/	/
PGC1a acetyl inh	7	/	-2	/	-5	-10
LGR2 antag	0	-27	/	5	/	/
PAX8 reporter	-8	8	-142	20	/	-93
FN deposition inh	-3	12	-2	2	9	-4
CASP6 VEID inh	-1	-2	/	0	/	/
miR-122 sensor	/	6	7	/	-7	2
Cneo AK release	0	-2	4	/	0	-1

# The last 2 records of the section above come first, to join the parts.
5: Cc1cc(OCc2ccc(C(=O)n3cccn3)o2)ccc1Cl
6: Cc1ccc(C(=O)Nc2nc3ccc(S(C)(=O)=O)cc3s2)o1
7: COc1ccc(S(=O)(=O)Nc2ccc3c(c2)C(=O)N([C@@H](C)CO)C[C@H](C)[C@@H](CN(C)C(=O)Nc2c(C)noc2C)O3)cc1
8: C[C@H]1CCCCO[C@H](CN(C)C(=O)C2CCCCC2)[C@@H](C)CN([C@@H](C)CO)C(=O)c2cc(NC(=O)Nc3ccc(F)cc3)ccc2O1
9: CCc1sc(NC(=O)CCC(=O)O)nc1-c1cc2ccccc2oc1=O
10: CCOc1ccc(S(=O)(=O)N2CCN(C(=O)COc3ccc(Br)cc3)CC2)cc1
11: CC(C)(C)NC(=O)NC(=O)Cn1ccsc1=N
12: CC(NC(=O)Cc1ccccc1)C(=O)O (configuration not stated)
entry no.	5	6	7	8	9	10	11	12
EWS-Fli inh	/	/	-6	9	2	22	10	0
PGC1a acetyl inh	-5	-10	-9	13	/	-4	0	/
LGR2 antag	/	/	6	1	-18	-7	1	-3
PAX8 reporter	/	-93	/	85*	11	27	6	-12
FN deposition inh	9	-4	/	/	1	5	3	4
CASP6 VEID inh	/	/	-2	2	0	-1	-5	-1
miR-122 sensor	-7	2	-2[16.7 µM]	-6[16.7 µM]	/	-3	-1	/
Cneo AK release	0	-1	-1	0	/	0	7	-2

13: CCOC(=O)CSc1nc2ccccc2c(=O)n1NC(=O)c1ccccc1
14: O=C(CCc1ccccc1)NCC(c1ccco1)N1CCc2ccccc21 (configuration not stated)
15: O=C1CCN(CCc2ccccc2)CCN1[C@H](CSc1ccccc1)c1ccccc1
16: O=C1CN(C(=O)CSc2nncn2-c2ccccc2)c2ccccc2N1
17: O=C(CN1CCN(c2ccc([N+](=O)[O-])cc2)CC1)c1ccccc1
18: C[C@H]1CN([C@@H](C)CO)C(=O)c2cccc(NC(=O)C3CCOCC3)c2O[C@H]1CN(C)Cc1ccc(Oc2ccccc2)cc1
entry no.	13	14	15	16	17	18
EWS-Fli inh	/	?	-8	/	8	6
PGC1a acetyl inh	9	/	-4	1	8	5
LGR2 antag	/	-7	1	/	1	1
PAX8 reporter	-97	43	-23	/	2	4
FN deposition inh	6	3	1	2	6	/
CASP6 VEID inh	/	0	/	/	-1	0
miR-122 sensor	7	/	-1	-3	-9	-4[16.7 µM]
Cneo AK release	1	1	-1	0	0	0

19: Cc1ccc(NC(=O)CN(C)C(=O)Cc2ccccc2F)cc1
20: CCC(=O)N(C)C[C@H]1Oc2cc(-c3ccccc3OC)ccc2S(=O)(=O)N([C@@H](C)CO)C[C@H]1C
21: CO[C@H]1O[C@H](CO)[C@@H](OC(=O)Nc2ccc(C(F)(F)F)cc2)[C@H](OC(=O)Nc2ccc3c(c2)OCO3)[C@H]1OC(=O)Nc1ccc2c(c1)OCO2
22: O=C(c1ccco1)N1CCC(c2nc3c(nnn3Cc3ccc(F)cc3)c(=O)[nH]2)CC1
23: COc1ccc(CNC(=O)C[C@@H]2C[C@@H]3c4cc(NC(=O)CC5CC5)ccc4O[C@@H]3[C@H](CO)O2)cc1
24: C[C@@H]1CCCCO[C@H](CN(C)C(=O)Nc2ccc3c(c2)OCO3)[C@H](C)CN([C@@H](C)CO)C(=O)c2cc(NS(=O)(=O)c3ccc(Cl)cc3)ccc2O1
entry no.	19	20	21	22	23	24
EWS-Fli inh	-4	-1	1	-1	-1	11&-7
PGC1a acetyl inh	/	6	2	/	3	-13&5
LGR2 antag	-4	-9	/	2	-8	10
PAX8 reporter	10	-2	73*	-3	-4	3&17
FN deposition inh	1	/	/	1	1	1&-3
CASP6 VEID inh	3	-5	-2	0	/	-1&-2
miR-122 sensor	/	10[16.7 µM]	/	/	-1[16.7 µM]	-11
Cneo AK release	0	51	1	-8	2	1&3

25: COc1cccc2cc(/C(C)=N/NC(=O)c3ccco3)oc12
26: C[C@H]1CN([C@@H](C)CO)C(=O)c2cc(NC(=O)Cn3cnnn3)ccc2O[C@@H]1CN(C)C(=O)Nc1cccc2ccccc12
27: COC(=O)CN1C(=O)COc2ccc(S(=O)(=O)N3CCOCC3)cc21
28: CC1(C(=O)NCc2ccc(F)c(F)c2)Cc2c(-c3cccc(C(F)(F)F)c3)ccnc2O1 (configuration not stated)
29: CC(C)NC(=O)Nc1nnc([C@H]2C[C@H](O)[C@@H](CO)O2)s1
30: COC(=O)C1=C(C)N(Cc2cccc(C(F)(F)F)c2)C(=NCc2ccc(OC)cc2)NC1c1ccc(F)cc1 (configuration not stated)
entry no.	25	26	27	28	29	30
EWS-Fli inh	-19	-5	/	2	1	?
PGC1a acetyl inh	4	14	10	10	-12	/
LGR2 antag	-27	15	5	8	8	14
PAX8 reporter	-15	/	-15	/	13	42
FN deposition inh	-5	/	0	10	-2	8
CASP6 VEID inh	-1	1	3	-2	-1	8
miR-122 sensor	/	-6[16.7 µM]	-4	-3	1	/
Cneo AK release	/	40	2	4	-1	/

31: Cc1ccnc(NS(=O)(=O)c2ccc(NC(=O)c3cc(-c4ccc(Br)cc4)nc4ccccc34)cc2)n1
32: COc1ccc(NC(=O)Nc2cc(C)ccc2F)cc1
33: Cc1cc(NC(=O)COc2c(C)cccc2C)no1
34: O=C1CC(C(=O)Nc2ccc(C(=O)O)cc2)C(c2ccccc2)O1 (configuration not stated)
35: CCCS(=O)(=O)c1csc(C(=O)OC)c1N
36: Cc1cccc(NC(=O)c2nc[nH]c2C(=O)NCCCCCNC(=O)OC(C)(C)C)c1
entry no.	31	32	33	34	35	36
EWS-Fli inh	2	/	3	/	14	17
PGC1a acetyl inh	6	0	-2	8	-5	/
LGR2 antag	-2	-85	18	17	3	28
PAX8 reporter	19	/	7	/	3	7
FN deposition inh	2	3	3	/	-4	-5
CASP6 VEID inh	1	-2	0	/	0	-1
miR-122 sensor	0	/	-8	0	1	0
Cneo AK release	1	-2	-1	0	-2	2

37: COc1ccc(OC)c(S(=O)(=O)N2CCCC(C(=O)NC3CC3)C2)c1 (configuration not stated)
38: CC(C)NC(=O)Nc1ccc2c(c1)C(=O)N([C@H](C)CO)C[C@H](C)[C@@H](CN(C)Cc1ccccc1)O2
39: COCCNC(=O)/C(C#N)=C/c1c(N2CCN(c3ccccc3)CC2)nc2c(C)cccn2c1=O
40: CC(C)C#Cc1ccc2c(c1)O[C@@H](CN(C)C(=O)Cc1ccccn1)[C@H](C)CN([C@@H](C)CO)S2(=O)=O
41: COc1ccc(NC(=O)COC(=O)C(CC(C)C)N2C(=O)C3CC=CCC3C2=O)cc1Cl (configuration not stated)
42: COc1ccc2c3c(n(C)c2c1)[C@@H](CO)N(C(=O)CN(C)C)CC31CCN(S(C)(=O)=O)CC1
entry no.	37	38	39	40	41	42
EWS-Fli inh	-6	-12	8	10	-25	-7
PGC1a acetyl inh	-5	6	2	-1	3	10
LGR2 antag	-7	10	15	-1	-13	12
PAX8 reporter	11	8	14	/	49	-23
FN deposition inh	/	/	6	9	7	2
CASP6 VEID inh	-3	-3	-1	1	-5	1
miR-122 sensor	-1	-4[16.7 µM]	1	-2[16.7 µM]	7	/
Cneo AK release	-1	-4	3	-1	0	/

# Entries of single compounds, quoted from the list. Values in the order: EWS-Fli inh | PGC1a acetyl inh | LGR2 antag | PAX8 reporter | FN deposition inh | CASP6 VEID inh | miR-122 sensor | Cneo AK release
# COc1ccc(OC)c(S(=O)(=O)N2CCCC(C(=O)NC3CC3)C2)c1 (configuration not stated) is listed as -6 | -5 | -7 | 11 | / | -3 | -1 | -1
# CC(C)NC(=O)Nc1ccc2c(c1)C(=O)N([C@H](C)CO)C[C@H](C)[C@@H](CN(C)Cc1ccccc1)O2 is listed as -12 | 6 | 10 | 8 | / | -3 | -4[16.7 µM] | -4
# CC(C)C#Cc1ccc2c(c1)O[C@@H](CN(C)C(=O)Cc1ccccn1)[C@H](C)CN([C@@H](C)CO)S2(=O)=O is listed as 10 | -1 | -1 | / | 9 | 1 | -2[16.7 µM] | -1

# (cont.)
43: CCCCC(CC)CNC(=O)c1cc2ccccc2c(=O)o1 (configuration not stated)
44: CCCC(=O)Nc1ccc2c(c1)C(=O)N(C)C[C@H](OC)[C@H](C)CN(CCC)[C@H](C)CO2
45: C[C@H]1CN([C@@H](C)CO)C(=O)c2cc(-c3ccc(F)cc3)cnc2O[C@@H]1CN(C)C(=O)CN(C)C
46: C[C@@H]1CN([C@@H](C)CO)C(=O)c2cc(N(C)C)ccc2O[C@@H]1CN(C)S(=O)(=O)c1cn(C)cn1
47: COc1ccc(NC(=O)C(F)(F)F)cc1OC
48: O=C1CC(NS(=O)(=O)c2ccc3ccccc3c2)CN1c1ccccc1 (configuration not stated)
entry no.	43	44	45	46	47	48
EWS-Fli inh	-6	-1	11	6	/	4
PGC1a acetyl inh	3	/	-1	2	-2	/
LGR2 antag	-11	-7	17	1	-18	10
PAX8 reporter	7	-5	/	-4	/	-1
FN deposition inh	2	-6	4	6	/	-1
CASP6 VEID inh	0	1	-2	-3	/	-3
miR-122 sensor	-6	1[16.7 µM]	-4[16.7 µM]	-4[16.7 µM]	-4	/
Cneo AK release	-1	-4	45	-3	0	/

49: O=C(C[C@@H]1C=C[C@H](NC(=O)Nc2ccc(F)cc2)[C@@H](CO)O1)NCc1cccc(F)c1
50: O=S1(=O)c2cc(Cl)ccc2N2CCC[C@@H]2CN1Cc1ccc(Cl)c(Cl)c1
51: CCC(=O)N1CCCC1(C)C(=O)Nc1ccc(OC(F)F)cc1 (configuration not stated)
52: O=S(=O)(Nc1cccnc1Cl)c1ccc(F)cc1
53: COc1cc(S(=O)(=O)N2CCN(C(=O)c3ccccc3)CC2)c(OC)cc1Br
entry no.	49	50	51	52	53
EWS-Fli inh	-6	-3	-6	4	6
PGC1a acetyl inh	-1	/	5	/	/
LGR2 antag	-3	-3	3	16	-7
PAX8 reporter	/	25	-9	-4	6
FN deposition inh	4	-6	0	-1	/
CASP6 VEID inh	-3	-2	0	-1	8
miR-122 sensor	/	/	-1	/	/
Cneo AK release	1	/	-2	0	/
